High-throughput results: PubChem, Sanford-Burnham Center for Chemical Genomics
Rat MKP-3 inhibitors: MKP-3 phosphatase inhibitors, primary screen, biochemical, rat enzyme, in vitro (AID 425); recombinant MKP-3 phosphatase activity, fluorescence; higher % means a stronger effect; one-dose inhibition, % at 20 µM; IC50 in µM for titrated hits; 0.17% of 110,000 active; in the data active = inhibition above about 50%;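 also: plate controls were vehicle for no effect and reference inhibitor for full effect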
Hsp70 inhibitors: Hsp70 inhibitors, probe displacement, primary screen, biochemical, fluorescence polarization (AID 583); Hsp70 fluorescence polarization probe displacement, mP; higher % means a stronger effect; one-dose displacement, % at 20 µM; IC50 in µM for titrated hits; 0.06% of 140,000 active; in the data active = displacement above about 50%;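 also: plate controls were vehicle for no effect and reference ligand for full effect; a part of the inactive calls stands beside numbers as strong as those of hits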
Active calls of the source: *; . = not tested or not shown; & = joins results of further samples. Some of the compounds tested, so the mix of outcomes need not match the whole.

Sample of the layout (2 entries):
SMILES,Rat MKP-3 inhibitors,Hsp70 inhibitors
Cc1ccc(/C=C2\SC(=S)N(CCC(=O)Nc3nccs3)C2=O)cc1,-1%,0.8%
CC(NC(=O)c1ccc(F)cc1)C1CC1 (stereo not given),4%,1.1%

The listing, repeating the preview:
SMILES,Rat MKP-3 inhibitors,Hsp70 inhibitors
Cc1ccc(/C=C2\SC(=S)N(CCC(=O)Nc3nccs3)C2=O)cc1,-1%,0.8%
CC(NC(=O)c1ccc(F)cc1)C1CC1 (stereo not given),4%,1.1%
Cc1ccc(NC(=O)c2cc3c(C)nn(-c4ccccc4)c3s2)c(C)c1,3%,4.1%
CNC(=O)c1ccccc1-c1ccccc1,-2%,1.1%
O=C(Nc1cccc(Cl)c1)c1cccc(NC(=O)c2ccco2)c1,4%,-3.8%
c1ccc(-c2nc(NCC3CCCO3)c3oc4ccccc4c3n2)cc1 (stereo not given),.,-0.9%
O=C(Nc1cccc(O)c1)c1cccc(NC(=O)c2ccc(Cl)c(Cl)c2)c1,3%,-3.4%
COc1ccc2c(c1OC)CCC2=O,.,-1.9%
O=C1/C(=C/c2cn(-c3ccccc3)nc2-c2cccs2)SC(=S)N1C1CCS(=O)(=O)C1 (stereo not given),1%,13%
O=C(COC(=O)C1COc2ccccc2O1)NC1CCS(=O)(=O)C1 (stereo not given),-14%,7.7%
COc1ccc(NC(=O)c2ccco2)cc1,5%,-0.4%
Cc1csc(NC(=O)c2cccn2C)n1,.,1.8%
COc1c(F)c(F)c(C(=O)O)c(Nc2ccccc2)c1F,.,10%
O=C(CCc1ccccc1)NCCCN1CCOCC1,-7%,-5.6%
c1ccc(CN2CCN(c3nc(-c4ccccc4)nc(-n4ccnc4)n3)CC2)cc1,3%,-4.3%
Cn1c(Cc2cccs2)nnc1SCc1nc2ccccc2[nH]1,-11%,-1.9%
CC(=O)Nc1cccc(/C(C)=N/N=C2/NC(=O)C(CC(=O)Nc3ccc(C)c(Cl)c3)S2)c1 (stereo not given),-2%,3.6%
Cc1ccc(C(=O)Nc2ccc(S(=O)(=O)N3CCN(C)CC3)cc2)o1,5%,5.9%
Cc1nn(Cc2ccccc2)c2c1C(c1ccncc1)C(C#N)=C(N)O2 (stereo not given),-5%,-2.1%
O=C(O)c1ccccc1C(=O)NCc1cccnc1,-3%,3.3%
O=C(Oc1ccc([N+](=O)[O-])cc1)c1cc(S(=O)(=O)N2CCCCC2)c(Cl)cc1Cl,0%,1.6%
COc1ccccc1CCNC(=O)c1ccoc1C,-21%,3.7%
Cc1cc2n(n1)C(c1ccc(N(C)C)cc1)Nc1ccccc1-2 (stereo not given),2%,7.6%
O=C1CC(CCC(=O)NC2CC2)c2ccccc2N1 (stereo not given),-1%,7.2%

Quoted at random: four records from the list, in no set order.
SMILES,Rat MKP-3 inhibitors,Hsp70 inhibitors
c1ccc(CN2CCN(c3nc(-c4ccccc4)nc(-n4ccnc4)n3)CC2)cc1,3%,-4.3%
Cn1c(Cc2cccs2)nnc1SCc1nc2ccccc2[nH]1,-11%,-1.9%
O=C1CC(CCC(=O)NC2CC2)c2ccccc2N1 (stereo not given),-1%,7.2%
COc1ccccc1CCNC(=O)c1ccoc1C,-21%,3.7%

Further compounds:
SMILES,Rat MKP-3 inhibitors,Hsp70 inhibitors
COc1ccccc1CNC(=O)C(=O)Nc1cccc(Cl)c1,1%,0.2%
COC(=O)c1ccccc1NC(=O)CN(c1cccc(Br)c1)S(=O)(=O)c1ccccc1,2%,0.8%
Cc1cccc(C)c1NC(=O)N1CC=C(n2c(=O)[nH]c3ccccc32)CC1,2%,11%
COc1ccc(C2CCN(Cc3cccnc3)CC2O)cc1 (stereo not given),-23%,1.2%
CC1=C(C(=O)Nc2ccc(F)cc2)C(c2ccc(C)o2)C2=C(CC(C)(C)CC2=O)N1 (stereo not given),-8%,9.0%
CC1CCCCN1C(=O)c1cc(-c2ccccc2)nc2ccccc12 (stereo not given),4%,-4.9%
CC(=O)N1CCN(c2ccc(N=Cc3c(O)n(Cc4ccccc4)c(=O)[nH]c3=O)cc2)CC1,-1%,-4.0%
O=C(COc1ccc2c(c1)C(=O)CC1(CCCCC1)O2)NCc1ccccn1,2%,1.3%
Cc1ccc(OCc2nc(-c3ccc([N+](=O)[O-])cc3)no2)c(Br)c1,2%,-1.6%
O=C(Nc1ccc(N2CCCCC2)cc1)c1cncc(Br)c1,5%,0.6%
Cc1ccc(N(CC(=O)O)C2SC(=O)NC2=O)cc1 (stereo not given),11%,2.6%
O=C(/C=N/O)NCCCN1CCCCCC1,-5%,.
CCOC(=O)c1oc2ccccc2c1NC(=O)CN1CCN(C)CC1,-9%,-2.3%
O=C1Cc2ccccc2N1c1ccccc1,5%,-1.4%
CCOC(=O)C1=C(C)NC(C)=C(C(=O)OC)C1c1cccc(Cl)c1Cl (stereo not given),5%,-1.8%
O=C(O)[C@@H]1C2CCCCC2=C2CCCCC2[C@@H]1C(=O)O (stereo not given in full),0%,4.6%
CCCn1nc(C(=O)Nc2cc(C(=O)OC)ccc2C)c2ccccc2c1=O,1%,-2.0%
Cc1noc(N)c1C(=O)Nc1ccc(F)cc1,-4%,-1.5%
O=C(c1ccc(Cl)s1)N1CCN(c2nc3ccccc3s2)CC1,3%,0.8%
COc1ccccc1N(CC(=O)NC1CCCCC1)C(=O)CCC(=O)Nc1ccccn1,2%,8.0%
COc1ccc(CCNC(=O)C(=O)Nc2cc(Cl)ccc2C)cc1OC,7%,2.8%
Cc1cc(C)n2nc(S(=O)(=O)N(C)c3ccccc3)nc2n1,-2%,-4.0%
O=C(CN(c1ccccc1)S(=O)(=O)c1ccccc1[N+](=O)[O-])Nc1ccc(Cl)cc1,0%,5.0%
O=C(CCc1ccccc1)N1N=C(c2cccnc2)CC1(O)C(F)(F)F (stereo not given),0%,-0.4%
Cc1cc(=O)oc2cc(OCC(O)CN3CCc4ccccc4C3)ccc12 (stereo not given),-14%,12%
CCN(CC)CCN(Cc1cc2cc(C)ccc2[nH]c1=O)C(=O)Nc1ccccc1OC,5%,0.4%
O=C(CN1C(=O)c2ccccc2C1=O)N1CCN(c2ccccn2)CC1,0%,-1.9%
CNS(=O)(=O)c1cc(OCC(N)=O)c(C)cc1Cl,-9%,-3.1%
C=CCn1c(SCC(=O)Nc2ccccc2CC)nnc1-c1ccncc1,2%,5.2%
N#C/C(C(N)=O)=c1/ccc2c(c1)N1C3=C(CCCC3)CC3CCCCC31N=2 (stereo not given),-1%,3.4%
CC(C)(C)c1cc(C(=O)O)n[nH]1,.,0.8%
Cc1ccc(-c2cc(-c3ccc(C)cc3O)[nH]n2)cc1,-3%,0.3%
Nc1nnnn1NCc1cccc(OCc2ccccc2)c1,4%,1.5%
CCN(CC)CCOCCOc1ccccc1F,.,2.4%
CN(C)/C=C/C=C/C(=O)c1ccc(/C=C/C=C/N(C)C)o1,42%,2.1%
O=C(O)c1cc2ccccc2n1-c1ccccc1,2%,4.2%
CC(C)(C)c1cc(NC(=O)COC(=O)c2ccc3c(=O)n4c(nc3c2)CCC4)n(-c2ccccc2)n1,2%,-0.5%
O=C(NC1CCCCCC1)c1cc(S(=O)(=O)N2CCOCC2)ccc1N1CCCCC1,-4%,2.2%
CCCC(=O)NCCc1ccc(S(N)(=O)=O)cc1,.,-1.4%
CC(NC(=O)C(NC(=O)OCc1ccccc1)C(C)C)C(=O)OCc1ccc([N+](=O)[O-])cc1 (stereo not given),-2%,0.2%
CCOC(=O)N1CCC(NC(=O)C2CCCN(S(=O)(=O)c3ccc4c(c3)oc(=O)n4C)C2)CC1 (stereo not given),.,-4.4%
COc1ccc(C2c3c4c(n(C)c3CCN2C)CCN(C)C4c2ccc(OC)cc2)cc1 (stereo not given),.,-0.5%
COc1cc(C(=O)N/N=C/C2CC=CCC2)ccc1O (stereo not given),-2%,0.2%
Cc1ccc2c(NC(=O)C3CC3)c(C)ccc2n1,-4%,7.4%
O=C(CN(C(=O)c1cc2c(s1)CCC2)C1CCCC1)NCc1cccs1,-5%,0.2%
CCN(CC)CCCOc1ccc(C)cc1Cl,0%,0.1%
COc1ccc(C2C3=C(CC(C)(C)CC3=O)NC3=C2C(=O)CC(C)(C)C3)cc1C(=O)O,-8%,45%
CCCCNC(=O)CCCn1c(=O)[nH]c2ccc(Br)cc2c1=O,-11%,-0.8%
COc1cccc(NC(=O)C2CCCN(S(=O)(=O)c3cccc4cccnc34)C2)c1 (stereo not given),-13%,-6.1%
Cc1ccc(NC(=O)NCCc2ccc(S(N)(=O)=O)cc2)cc1,-1%,-2.5%
O=C(O)CCC(=O)CCC(=O)c1ccc(Cl)cc1,4%,.
CCOC(=O)c1c(C)n(C)c2ccc(O)c(CN(CC)CC)c12,0%,0.3%&-1.1%
COC(=O)CN(c1ccc(OC)cc1)S(=O)(=O)c1ccc(C)cc1,0%,-2.5%
O=C(COC(=O)C1c2ccccc2Oc2ccccc21)NC1CCS(=O)(=O)C1 (stereo not given),-20%,0.6%
COc1ccc(N(C(=O)Nc2ccc(Cl)cc2)C2=NCCC2)cc1,0%,-1.1%
CCOC(=O)c1c(NC(=O)c2ccco2)sc(C(=O)Nc2ccc(OC)cc2OC)c1C,0%,0.2%
Cc1cc2cc(CNC(=O)C3CC3)ccc2n1C,-6%,6.0%
Cc1ccc(NC(=O)c2c(O)c3ccccc3n(C)c2=O)nc1,0%,-0.4%
COc1ccc(N2CCN(S(=O)(=O)c3cccs3)CC2)cc1,-15%,-5.5%
Fc1ccc(Cn2nnnc2CN2CCN(C3CCCC3)CC2)cc1,-15%,-2.2%

Following part:
SMILES,Rat MKP-3 inhibitors,Hsp70 inhibitors
CCCc1cc(=O)n2[nH]c(-c3ccc(C)cc3)c(C)c2n1,1%,2.6%
N#CC(C(=O)Nc1ccccn1)=C1CCCCCC1,2%,0.9%
Cc1ccc(S(=O)(=O)NCCCCCC(=O)NC(C)(C)CO)cc1,-13%,2.5%
COc1ccc(CNC(=O)c2ccc(=O)oc2)cc1OC,-14%,-3.6%
Cc1ccc(-c2nnc3s/c(=C\c4ccccc4)c(=O)n23)cc1,2%,-0.7%
COc1ccc(C2=C/C(=C\c3ccc(OC(C)=O)cc3OC(C)=O)C(=O)O2)cc1,4%,-9.7%
CCCOc1ccc(/C=C2/C(=O)NC(=O)N(c3ccc(OCC)cc3)C2=O)cc1OC,-2%,1.9%
COc1ccc(C(=O)NC2CC2)cc1OC,0%,-1.5%
CCCn1c(SCC(=O)Nc2nc3c(s2)CCCC3)nc2c1c(=O)n(C)c(=O)n2C,0%,-1.8%
CCOC(=O)c1c(NC(=O)c2cccc(Cl)c2)sc(C(=O)Nc2ccccc2C(F)(F)F)c1C,0%,-0.9%
Cc1nn(-c2ccc(F)cc2)c2sc(C(=O)N3CCCCCC3)cc12,0%,7.0%
O=C(CNC(=O)c1cc2ccccc2o1)NCc1cccs1,0%,4.4%
CCn1cc(C(=O)Nc2ccc(-n3cnnn3)c(OC)c2)c(=O)c2ccc(C)nc21,1%,4.0%
COc1cc(/C=c2/sc3nc4cc(C)c(C)cc4n3c2=O)ccc1OCc1ccccc1,0%,-1.6%
COc1ccc(C(=O)N2CCC(n3c(C)nc4cc(F)ccc43)CC2)cc1OC,-10%,-2.1%
CCCCNC(=O)CSc1nc2ccccc2c(=O)n1CCNC(C)=O,.,-4.3%
O=C(NCc1cccnc1)c1noc2c1CCCCC2,3%,4.4%
Cc1ccc(C(O)c2nc3ccccc3n2C(C)C)cc1 (stereo not given),0%&1%,0.3%&-5.6%
COCCNS(=O)(=O)c1ccc(-c2ccc(C)cc2)cc1,.,-3.8%
CS(=O)(=O)N(CCc1ccccc1)CC(=O)N1CCN(Cc2ccc3c(c2)OCO3)CC1,2%,2.5%
C=CCn1c(N)cc(=O)nc1SCC(=O)Nc1ccccc1,-3%,3.5%
C=CCOc1ccc(/C=C2\C(=O)NC(=S)N(c3ccc(Cl)cc3)C2=O)cc1OC,4%,0.3%
CC(C)C(=O)N1CCC(CN=CC2=C(O)CC(C)(C)CC2=O)CC1,.,6.3%
Cc1cc2ncn(S(=O)(=O)N(C)C)c2cc1C,.,-0.5%
CNC(=O)/C(=C/c1cccc([N+](=O)[O-])c1)NC(=O)c1ccc(OC)cc1,-1%,-0.7%
C=C1c2ccccc2NC(=O)N1c1cccc(Cl)c1,3%,0.8%

Ordered by the number under Hsp70 inhibitors (descending): some entries from above
molecule | Rat MKP-3 inhibitors | Hsp70 inhibitors
CC(C)C(=O)N1CCC(CN=CC2=C(O)CC(C)(C)CC2=O)CC1 | . | 6.3%
COc1ccc(C(=O)N2CCC(n3c(C)nc4cc(F)ccc43)CC2)cc1OC | -10% | -2.1%
CCCCNC(=O)CSc1nc2ccccc2c(=O)n1CCNC(C)=O | . | -4.3%
